Source: PubChem
RAD54 inh: inhibitors of human RAD54 branch migration, primary screen, biochemical, fluorescence, single point | AID 602329, 2012 | 360,000 compounds, 0.14% hits | RAD54 Holliday junction branch migration, FAM/BHQ fluorescence | inhibition, % at 10.4 µM;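 active means mean normalized replicate activity at least 40 and at least half of replicates scoring 40 or more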;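 further: 0% = median of neutral control wells and 100% = median of positive control wells; inhibitors cause a drop in the FAM fluorescence signal; in these data hits start at about 50%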
RAD52 inh: RAD52 DNA annealing inhibitors, primary screen, biochemical, FRET, single point, set 2 | recombinant RAD52 DNA annealing, FRET fluorescence | inhibition, % at 18.7 µM | 360,000 compounds, 0.46% hits | DNA repair protein RAD52 homolog (Homo sapiens), P43351;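 active means every replicate showing at least 50% inhibition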
Target sequence (P43351 whole entry, looked up): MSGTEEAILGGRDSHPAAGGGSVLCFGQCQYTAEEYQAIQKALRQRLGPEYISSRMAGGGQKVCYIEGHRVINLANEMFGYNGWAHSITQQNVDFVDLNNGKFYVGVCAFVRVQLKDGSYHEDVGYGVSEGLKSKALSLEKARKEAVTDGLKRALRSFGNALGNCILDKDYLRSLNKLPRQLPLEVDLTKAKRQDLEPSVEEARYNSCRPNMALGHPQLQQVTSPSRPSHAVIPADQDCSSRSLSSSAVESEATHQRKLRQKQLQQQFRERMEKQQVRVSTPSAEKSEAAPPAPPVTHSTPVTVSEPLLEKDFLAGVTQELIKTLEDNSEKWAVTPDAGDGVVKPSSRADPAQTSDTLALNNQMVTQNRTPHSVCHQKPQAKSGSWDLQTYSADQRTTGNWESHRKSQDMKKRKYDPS
E-sel inducer: E-selectin induction in HUVECs, primary screen, imaging, HUVEC, immunofluorescence imaging, single point; P16581; activation, % at 7.58 µM; 260,000 compounds, 0.37% hits; normalized: neutral wells 0, TNF-alpha wells 100;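 active means mean E-selectin-positive cell signal at least 10% of the positive control, reached in at least 60% of replicates, without over 20% cell loss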;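 further: in these data hits start at about 27%; measured in HUVEC primary endothelial cells; signal is the percent of cells scored E-selectin positive by PE staining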
Target sequence (P16581 whole entry, looked up): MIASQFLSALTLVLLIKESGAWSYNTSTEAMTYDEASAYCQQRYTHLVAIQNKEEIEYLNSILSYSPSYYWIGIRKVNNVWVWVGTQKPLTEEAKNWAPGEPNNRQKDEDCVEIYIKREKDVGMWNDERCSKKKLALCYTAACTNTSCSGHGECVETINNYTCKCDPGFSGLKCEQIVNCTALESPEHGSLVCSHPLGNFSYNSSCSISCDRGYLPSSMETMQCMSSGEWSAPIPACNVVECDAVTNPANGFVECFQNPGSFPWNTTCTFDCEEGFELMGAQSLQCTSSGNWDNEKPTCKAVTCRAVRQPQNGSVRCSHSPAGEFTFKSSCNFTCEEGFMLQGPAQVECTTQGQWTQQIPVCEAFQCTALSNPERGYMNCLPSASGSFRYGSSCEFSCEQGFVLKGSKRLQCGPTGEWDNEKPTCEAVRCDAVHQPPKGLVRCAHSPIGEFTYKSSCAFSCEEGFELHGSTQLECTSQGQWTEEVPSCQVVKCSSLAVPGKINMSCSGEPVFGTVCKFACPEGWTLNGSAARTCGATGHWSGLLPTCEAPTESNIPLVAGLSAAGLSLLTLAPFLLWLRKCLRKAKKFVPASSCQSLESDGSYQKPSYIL
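assay system = HUVEC, human umbilical vein endothelial cells | input = 3,000 HUVEC seeded per well | medium = EGM-2 growth medium on 0.1% gelatin-coated wells | dosing = one compound dose added by pin transfer | signal = immunofluorescence imaging | read-out basis = % PE-positive cells | control set = TNF-alpha, DMSO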
ERAP1 inh: human ERAP1 aminopeptidase inhibitors, primary screen, biochemical, single point, plate reader; 340,000 compounds, 0.15% hits; Endoplasmic reticulum aminopeptidase 1 (Homo sapiens), Q9NZ08; recombinant ERAP1, Leu-AMC fluorescence, 60 min; AID 652197, 2013; inhibition, % at 10.7 µM;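 active means mean replicate inhibition of at least 30%, or all replicates individually reaching that 30% level; inactive means mean below 30% and not every replicate reaching it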;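 further: 0% = neutral control wells and 100% = L-leucinethiol positive control wells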
miR-122 sensor: miR-122 Renilla sensor signal increase in Huh7, primary screen, miR-122 inhibitor project, cell-based, single point, plate reader; Huh7 miR-122 Renilla luciferase sensor, 48 h; neutral wells = 0, positive control = 100; activation (reporter increase), % at 12.5 µM; 340,000 compounds, 0.3% hits;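 active means mean replicate activation score at least 90 and every replicate individually at or above 90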;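 further: higher luciferase means less miR-122 activity so hits act as miR-122 inhibitors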
PGC1a acetyl inh: inhibitors of PGC1a acetylation signal, primary screen, cell-based, U2OS, AlphaScreen, inhibitor mode. AlphaScreen anti-acetyl-lysine; with virally co-expressed GCN5 acetyltransferase. inhibition, % at 15.6 µM. 350,000 compounds, 0.17% hits. AID 651687, 2012;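 active means every replicate shows inhibition of at least 40%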;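 further: 0% = neutral control wells and 100% = positive control wells; some results beyond the cut were filed as inactive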
Cneo AK release: Cryptococcus neoformans cell lysis inducers, primary screen, AK release luminescence, single concentration | C. neoformans lysis, adenylate kinase release luminescence, 4 h; normalised: neutral wells 0, clomiphene wells 100 | lysis activity, % at 15 µM | 360,000 compounds, 0.2% hits | AID 651654, 2012;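 active means mean lysis activity across replicates of at least 80%, whatever share of replicates individually reach that level; inactive means mean lysis activity below 80%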
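Assay system: Cryptococcus neoformans yeast cells / Dosing: single-point compound dose / Timing: 4 h at 37 °C static, read 1 h later / Measured by: luminescence of released adenylate kinase using an AK detection reagent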
PglD DTNB: C. jejuni PglD acetyltransferase inhibitors, primary screen, biochemical, DTNB colorimetric, single point; UDP-N-acetylbacillosamine N-acetyltransferase PglD (Campylobacter jejuni); purified PglD enzyme, DTNB colorimetric CoA detection; inhibition, % at 12.5 µM; 360,000 compounds, 0.098% hits; in the data active means inhibition above about 16%, passing the limit was not always enough; further: strong numbers were not always called active
* marks the source's active call; other numbers are inactive results; [ ] = dose if it differs, or a comment. This is a random part of the collection; about 1.4% have a hit in one of these screens.

How did CCOc1ccc(-n2c(C)nnc2SCC(=O)N(CC)CC)cc1 do in these assays?
RAD54 inh: -0.1; miR-122 sensor: -1.8; PGC1a acetyl inh: -12.6; Cneo AK release: 0.9; PglD DTNB: 7.9

What do the screens show for `COc1ccc(-c2nnc(SCc3ccc(C(=O)O)cc3)n2N)cc1`?
RAD54 inh: -1.0; RAD52 inh: -13.0; E-sel inducer: 0.9; ERAP1 inh: 0.9; miR-122 sensor: 0.0; PGC1a acetyl inh: 2.7; Cneo AK release: 0.0; PglD DTNB: -8.0

Results for Cc1cccc(-c2ccc([C@H]3[C@H]4CN(C(=O)c5ccccc5)CC(=O)N4[C@H]3CO)cc2)c1 ?
RAD52 inh: -16.3; E-sel inducer: 0.0; ERAP1 inh: 1.8; PGC1a acetyl inh: -2.3

How did COCCN(C(=O)COC(=O)Cc1ccc(Cl)cc1Cl)c1c(N)n(Cc2ccccc2)c(=O)[nH]c1=O do in these assays?
RAD54 inh: -0.1; RAD52 inh: -15.4; ERAP1 inh: 1.0; miR-122 sensor: -3.9; PGC1a acetyl inh: 1.1; Cneo AK release: -2.7; PglD DTNB: -1.9

What do the screens show for `CN1CCN(c2ccc(CNC(=O)C3(C)Cc4c(-c5ccccc5)ccnc4O3)cc2)CC1` (stereo not given)?
RAD54 inh: 14.6; RAD52 inh: -5.5; E-sel inducer: -0.1; ERAP1 inh: -0.5; miR-122 sensor: -5.0; Cneo AK release: 0.6; PglD DTNB: -2.7

What do the screens show for `N#C[C@@H]1[C@H](c2ccccc2C2=CCCC2)[C@@H](CO)N1C(=O)C1CCC1`?
RAD52 inh: 15.2; E-sel inducer: 0.1; ERAP1 inh: -1.6; PGC1a acetyl inh: 1.2

What do the screens show for `C[C@H]1CN([C@@H](C)CO)C(=O)c2cc(C#CCc3ccccc3)cnc2O[C@H]1CN(C)Cc1cccc(C(=O)O)c1`?
RAD54 inh: -2.9; RAD52 inh: -5.4; E-sel inducer: 0.3; ERAP1 inh: -1.1; miR-122 sensor: 0.6[16.7 µM]; PGC1a acetyl inh: -0.7; Cneo AK release: 0.6; PglD DTNB: -4.8

How did COc1cccc(CNC(=O)C2CCN(Cc3cnn(-c4ccccc4)c3-n3cccc3)CC2)c1 do in these assays?
RAD54 inh: 1.1; miR-122 sensor: -3.9; PGC1a acetyl inh: 3.8; Cneo AK release: 3.9; PglD DTNB: 4.0

How did C[C@@H]1CN([C@H](C)CO)C(=O)c2cc(C#CC3CCCC3)cnc2O[C@H]1CN(C)C(=O)Nc1ccccc1 do in these assays?
RAD54 inh: -2.5; RAD52 inh: 1.1; E-sel inducer: 0.9; ERAP1 inh: 0.7; miR-122 sensor: 46.3[16.7 µM]; PGC1a acetyl inh: -5.9; Cneo AK release: 4.4; PglD DTNB: 1.7

Results for Cc1ccc(S(=O)(=O)N2CCC(=O)N(CCOCc3ccc(C(F)(F)F)cc3)CC2)cc1 ?
RAD54 inh: -2.2; RAD52 inh: 5.9; E-sel inducer: -0.1; ERAP1 inh: 0.3; Cneo AK release: -1.9; PglD DTNB: -2.3

How did Cc1cnc(C(=O)NC2CCSc3ccccc32)cn1 (stereo not given) do in these assays?
RAD54 inh: -15.9; RAD52 inh: 10.0; E-sel inducer: -0.5; ERAP1 inh: 0.6; Cneo AK release: -1.7; PglD DTNB: 1.3

What do the screens show for `CC(OC(=O)Cc1n[nH]c(=O)c2ccccc12)C(=O)Nc1ccc(F)cc1Cl` (stereo not given)?
RAD54 inh: -3.7; RAD52 inh: -6.8; ERAP1 inh: 1.7; miR-122 sensor: -1.1; Cneo AK release: -0.7; PglD DTNB: 2.7

Results for COc1cc2c(c(NC(C)=O)c1)N(C(C)=O)CCC2 ?
RAD54 inh: -9.8; RAD52 inh: 3.8; E-sel inducer: -0.5; ERAP1 inh: 2.8; miR-122 sensor: 5.0; PGC1a acetyl inh: -1.3; Cneo AK release: -0.4; PglD DTNB: -7.4

How did O=C(N[C@H]1CC[C@@H](CCNS(=O)(=O)c2cccc(Cl)c2)O[C@@H]1CO)c1ccncc1 do in these assays?
RAD54 inh: -2.7; RAD52 inh: -9.6; E-sel inducer: 0.2; ERAP1 inh: 1.9; miR-122 sensor: 19.4[16.7 µM]; PGC1a acetyl inh: 3.4; Cneo AK release: -0.2; PglD DTNB: -1.2

Results for C/C=C/c1cnc2c(c1)C(=O)N([C@@H](C)CO)C[C@@H](C)[C@@H](CN(C)S(=O)(=O)c1cn(C)cn1)O2 ?
RAD54 inh: -1.5; RAD52 inh: -9.5; E-sel inducer: 0.0; ERAP1 inh: 0.3; miR-122 sensor: 0.5[16.7 µM]; PGC1a acetyl inh: -5.1; Cneo AK release: -1.5; PglD DTNB: 2.2

What do the screens show for `Cc1cc(OCC(=O)N2CCc3ccccc3C2)c(C)cc1Br`?
RAD54 inh: -2.8; RAD52 inh: -12.1; E-sel inducer: 0.2; ERAP1 inh: -4.0; miR-122 sensor: 5.8; PGC1a acetyl inh: 1.6; Cneo AK release: 0.6; PglD DTNB: 9.7

What do the screens show for `C[C@@H]1CN([C@@H](C)CO)C(=O)Cc2cc(NC(=O)CCCCCC(=O)Nc3ccccc3N)ccc2O[C@@H]1CN(C)CC1CC1`?
RAD52 inh: 11.7; E-sel inducer: -0.1; ERAP1 inh: -2.3; PGC1a acetyl inh: -4.0

How did COc1ccc(C2CC(C(F)(F)F)n3nc(C(=O)N(C)Cc4cn(C)nc4C)c(Cl)c3N2)cc1 (stereo not given) do in these assays?
RAD54 inh: 0.5; miR-122 sensor: 4.1; PGC1a acetyl inh: -9.4; Cneo AK release: -2.0; PglD DTNB: 4.7

How did O=C(OCc1nnc(-c2ccccc2)o1)c1ccccc1 do in these assays?
RAD54 inh: -8.1; RAD52 inh: -2.0; E-sel inducer: -0.2; ERAP1 inh: 2.1; miR-122 sensor: 0.0; PGC1a acetyl inh: -14.8; Cneo AK release: -2.1; PglD DTNB: -6.2

How did COc1ccc(C2CC(=O)Nc3sc(=N)c4c(N)c(C#N)c(N)nc4c32)cc1OC (stereo not given) do in these assays?
RAD54 inh: -2.7; miR-122 sensor: 1.8; PGC1a acetyl inh: 25.9; Cneo AK release: 0.1; PglD DTNB: 0.0

What do the screens show for `COC(CNC(=O)c1ccc(CS(=O)(=O)c2c(Cl)cccc2Cl)o1)OC`?
RAD54 inh: -4.1; RAD52 inh: -19.5; E-sel inducer: -0.1; ERAP1 inh: -0.3; miR-122 sensor: -3.1; PGC1a acetyl inh: -2.8; Cneo AK release: -1.3; PglD DTNB: -0.8

Results for CCCNC(=O)C[C@H]1CC[C@@H]2[C@@H](COc3ccc(NC(=O)Nc4cccc(C)c4)cc3C(=O)N2C)O1 ?
RAD54 inh: -5.9; RAD52 inh: -1.4; E-sel inducer: 0.2; ERAP1 inh: 0.1; miR-122 sensor: -3.3[16.7 µM]; PGC1a acetyl inh: -9.6; Cneo AK release: -1.1; PglD DTNB: 0.7

How did Cc1cc(Br)cn2c(CC(C)(C)C)c(C3CCCCC3)nc12 do in these assays?
RAD54 inh: -1.9; RAD52 inh: -11.1; E-sel inducer: 0.0; ERAP1 inh: -0.2; miR-122 sensor: -3.2; PGC1a acetyl inh: 2.9; Cneo AK release: 4.2; PglD DTNB: 2.6

How did Cc1ccccc1OCC(=O)NNC(=S)NC(=O)c1ccco1 do in these assays?
RAD54 inh: 2.3; miR-122 sensor: -5.9; PGC1a acetyl inh: -2.9; Cneo AK release: 7.7; PglD DTNB: -2.7

How did C[C@H](NC(=O)[C@@H]1[C@@H](CO)[C@@H]2Cn3c(cccc3=O)[C@@H]2N1CC1CCCC1)c1ccccc1 do in these assays?
RAD54 inh: 6.0; RAD52 inh: 9.3; E-sel inducer: -0.2; Cneo AK release: 4.5; PglD DTNB: 2.7

How did CC(=O)c1cc(NC(=O)c2cccc(C(F)(F)F)c2)c(=O)oc1/C=C/N(C)C do in these assays?
RAD54 inh: -5.2; miR-122 sensor: -6.6; PGC1a acetyl inh: 7.1; Cneo AK release: 0.7; PglD DTNB: -6.0

Results for COc1cccc(NC(=O)C[C@@H]2CC[C@H]3[C@@H](COc4ccc(NC(=O)C5CCOCC5)cc4C(=O)N3C)O2)c1 ?
RAD54 inh: -2.0; E-sel inducer: -0.1; miR-122 sensor: 16.7[16.7 µM]; PGC1a acetyl inh: 5.5; Cneo AK release: 0.5; PglD DTNB: -5.9

How did CCCCNc1cccc2c1S(=O)(=O)N(CCCC)CC(COCc1ccccc1)O2 (stereo not given) do in these assays?
RAD54 inh: -3.9; RAD52 inh: -9.6; ERAP1 inh: -2.0; miR-122 sensor: 33.8; PGC1a acetyl inh: -15.4; Cneo AK release: -0.1; PglD DTNB: 4.8

What do the screens show for `CC[n+]1c(/C=C/N(C)c2ccccc2)oc2ccccc21`?
RAD54 inh: -15.8; RAD52 inh: -52.2; E-sel inducer: -2.5; ERAP1 inh: 3.7; miR-122 sensor: -1.7; PGC1a acetyl inh: 11.0; Cneo AK release: -2.9; PglD DTNB: 3.9

How did CN(C)c1ccc(C(=O)c2ccc(O)cc2O)cc1 do in these assays?
RAD54 inh: -4.0; miR-122 sensor: 6.4; PGC1a acetyl inh: -2.8; Cneo AK release: -6.5; PglD DTNB: -6.3

Results for CCc1nc2nc(C)c(NS(=O)(=O)c3ccc4c(c3)CCCC4)c(=O)n2[nH]1 ?
RAD54 inh: -9.5; RAD52 inh: -5.2; ERAP1 inh: 0.9; miR-122 sensor: -1.5; PGC1a acetyl inh: 0.1; Cneo AK release: -2.5; PglD DTNB: 0.8

Results for COC(=O)CSc1nc(C)c(C)c(C)c1C(N)=O ?
RAD52 inh: -15.0; E-sel inducer: -0.4; ERAP1 inh: -9.8; miR-122 sensor: -2.4; PGC1a acetyl inh: -4.5

How did O=C(C1CCC1)N1CCN(c2ccc(Cl)cc2)CC1 do in these assays?
RAD54 inh: 12.3; RAD52 inh: 3.2; ERAP1 inh: 1.5; miR-122 sensor: -7.8; PGC1a acetyl inh: 1.4; Cneo AK release: -0.2; PglD DTNB: 0.1

Part of the list above in order of count of non-hydrogen atoms, highest first.
Results for COc1cccc(NC(=O)C[C@@H]2CC[C@H]3[C@@H](COc4ccc(NC(=O)C5CCOCC5)cc4C(=O)N3C)O2)c1 ?
RAD54 inh: -2.0; E-sel inducer: -0.1; miR-122 sensor: 16.7[16.7 µM]; PGC1a acetyl inh: 5.5; Cneo AK release: 0.5; PglD DTNB: -5.9

How did C[C@H](NC(=O)[C@@H]1[C@@H](CO)[C@@H]2Cn3c(cccc3=O)[C@@H]2N1CC1CCCC1)c1ccccc1 do in these assays?
RAD54 inh: 6.0; RAD52 inh: 9.3; E-sel inducer: -0.2; Cneo AK release: 4.5; PglD DTNB: 2.7

What do the screens show for `CC[n+]1c(/C=C/N(C)c2ccccc2)oc2ccccc21`?
RAD54 inh: -15.8; RAD52 inh: -52.2; E-sel inducer: -2.5; ERAP1 inh: 3.7; miR-122 sensor: -1.7; PGC1a acetyl inh: 11.0; Cneo AK release: -2.9; PglD DTNB: 3.9
